RGS12 GoLoco inh – blocks human Gai1 binding to RGS12 GoLoco peptide, red readout; Potency, µM (doses to about 61.6 µM), for inactives: at the top dose activity, negative = inhibition, most hits filed as inhibitors; AID 880; hit rate 0.44% among 230,000; P63096; Gai1:RGS12 GoLoco peptide FP, rhodamine, 10 min; active = well fitted inhibition curve with a large enough effect, not every such curve was filed as active; inactive = no such curve, though single readings can be large or run the other way; also: % is scaled to controls: 0 for no effect and ±100 for the full control effect; nearly all actives have a fitted effect of over 30% in size; many of its hits are not listed in these tables
SMN2 splice up – increases expression of the SMN2 splice variant; HEK293 SMN2-luciferase splicing reporter, luminescence, 30-36 h; Potency, µM (doses to about 46.1 µM), for inactives: at the highest dose activity change, positive = activation, most hits filed as activators; hit rate 2.8% among 210,000; AID 1458; also: % of control where 0% means no effect; nearly all actives have a fitted effect of over 55% in size
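HEK293 cells carry an SMN2 minigene-luciferase reporter in which exon 7 inclusion puts luciferase in frame. Cells were seeded at 2000 cells/well, attached for 10-12 hours, then exposed to compounds for 30-36 hours at 37C before ONE-Glo luminescence.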
LMNA splice mod – LMNA splicing modulation. HeLa LMNA splicing GFP/RFP minigene ratio, 48 h. Potency, µM (highest dose often 46.1 µM), inactives show top-dose ratio change, negative = inhibition, most hits filed as inhibitors. hit rate 0.01% among 200,000; active = well fitted inhibition curve with a large enough effect in the signal ratio, with a control signal flat, not every such curve was filed as active; inconclusive = small, poorly fitted or top-dose-only effect, or effect the other way, or a change in a side signal; the % refers to the signal ratio; also: % is scaled to controls: 0 for no effect and ±100 for the full control effect
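S3 HeLa cells stably expressing lamin A-EGFP splicing minigene plus DsRed2, 600 cells/well, 48 h compound exposure at 37C. Laser-scanning cytometry; analysed as GFP (500-530 nm)/RFP (575-640 nm) total intensity ratio; 0.5% DMSO vehicle.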
RECQ1 helicase – blocks DNA unwinding by human RECQ1; RECQ1 DNA unwinding, red fluorescence kinetic read; Potency, µM (top dose mostly 57.3 µM), for inactives: at the top dose activity, negative = inhibition, actives largely listed as inhibitors; P46063; AID 2549; hit rate 0.54% among 240,000;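 also: plate controls were vehicle for no effect and no enzyme for full effect; nearly all actives have a fitted effect of over 30% in size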
Target sequence (P46063 whole entry, looked up): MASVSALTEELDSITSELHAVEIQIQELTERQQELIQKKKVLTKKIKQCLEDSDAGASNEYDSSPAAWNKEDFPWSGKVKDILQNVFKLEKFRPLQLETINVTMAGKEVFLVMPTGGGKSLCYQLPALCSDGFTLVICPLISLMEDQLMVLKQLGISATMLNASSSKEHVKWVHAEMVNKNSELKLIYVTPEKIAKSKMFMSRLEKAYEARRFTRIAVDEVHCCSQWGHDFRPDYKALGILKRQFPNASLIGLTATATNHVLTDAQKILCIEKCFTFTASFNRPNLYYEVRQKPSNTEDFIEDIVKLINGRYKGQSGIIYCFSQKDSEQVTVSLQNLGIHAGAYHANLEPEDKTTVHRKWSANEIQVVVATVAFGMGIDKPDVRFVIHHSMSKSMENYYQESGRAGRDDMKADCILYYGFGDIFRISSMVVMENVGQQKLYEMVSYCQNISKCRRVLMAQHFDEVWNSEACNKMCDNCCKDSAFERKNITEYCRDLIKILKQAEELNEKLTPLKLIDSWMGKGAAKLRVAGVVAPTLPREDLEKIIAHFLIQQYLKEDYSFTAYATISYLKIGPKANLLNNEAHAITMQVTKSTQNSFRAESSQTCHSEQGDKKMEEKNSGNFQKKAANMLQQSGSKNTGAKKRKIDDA
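RECQ1T1 50 nM; forked duplex (20 bp + 30-nt ss tails) 200 nM, ATP 2 mM final; pH 8.0, 2 mM MgCl2, 2.5 ug/ml poly(dI-dC); 15 min compound preincubation; discontinuous kinetic read over 2 h at RT.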
ALDH1A1 block – blocks purified human ALDH1A1 activity | Purified ALDH1A1, NADH fluorescence, propionaldehyde substrate | Potency, µM (series often up to 75.3 µM), inactives show top-dose activity, negative = inhibition, hits mostly inhibitors | hit rate 7.3% among 220,000; active = well fitted inhibition curve with a large enough effect, not every such curve was filed as active; inconclusive = small, poorly fitted or top-dose-only effect, or another doubt; inactive = no such curve, though single readings can be large or run the other way;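 also: plate controls were no enzyme wells and a reference inhibitor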
JMJD2E inh – blocks human JMJD2E demethylase activity | B2RXH2 | JMJD2E catalytic domain, FDH-coupled NADH fluorescence (FDH is formaldehyde dehydrogenase) | Potency, µM (highest dose often 57.1 µM), for inactives: at the highest dose activity change, negative = inhibition, actives largely listed as inhibitors | hit rate 1.6% among 230,000; active = well fitted inhibition curve with a large enough effect, not every such curve was filed as active; inconclusive = small, poorly fitted or top-dose-only effect, or another doubt; inactive = no such curve, though single readings can be large or run the other way;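 also: 0% = wells with enzyme and -100% = buffer wells without enzyme; nearly all actives have a fitted effect of over 50% in size; many of its hits are not listed in these tables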
TRb SRC2 PPI – disrupts binding of human TR beta to SRC2. hit rate 0.065% among 280,000. TRbeta-SRC2 peptide binding, fluorescence polarization; receptor liganded with 1 µM T3. Potency, µM (top dose mostly 106 µM), for the others: top-dose activity change, negative = inhibition, usual class: inhibitors. P10828;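 also: plate controls were bound peptide for no effect and peptide without receptor for full effect; nearly all actives have a fitted effect of over 50% in size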
Target sequence (P10828 whole entry, looked up): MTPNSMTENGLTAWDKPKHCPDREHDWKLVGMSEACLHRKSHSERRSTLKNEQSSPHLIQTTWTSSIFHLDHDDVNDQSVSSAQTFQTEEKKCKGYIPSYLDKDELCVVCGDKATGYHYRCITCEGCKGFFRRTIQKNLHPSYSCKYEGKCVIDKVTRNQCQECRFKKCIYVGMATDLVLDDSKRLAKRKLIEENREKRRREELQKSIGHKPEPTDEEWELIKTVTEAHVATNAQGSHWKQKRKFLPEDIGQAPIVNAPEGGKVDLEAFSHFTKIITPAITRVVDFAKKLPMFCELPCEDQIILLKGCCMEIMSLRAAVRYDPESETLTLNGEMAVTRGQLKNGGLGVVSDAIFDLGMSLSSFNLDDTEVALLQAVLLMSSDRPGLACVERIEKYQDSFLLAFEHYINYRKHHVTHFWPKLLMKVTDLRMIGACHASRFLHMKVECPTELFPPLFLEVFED
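Fluorescence polarization of 20 nM Texas Red SRC2 peptide (20-aa NR interaction domain) bound to 0.6 uM human TRb ligand-binding domain, with 1 uM T3, after 5 hr at ambient temperature; inhibition seen as decreased polarization.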
TR SRC2 fluor cs – alters Texas Red total fluorescence, flagging assay interference; TRb/SRC2 Texas Red total fluorescence interference; Potency, µM (series often up to 106 µM), for inactives: top-dose fluorescence change, negative = quenching; hit rate 0.29% among 280,000; active = well fitted curve in either direction with a large enough effect; inconclusive = small, poorly fitted or top-dose-only effect; also: % is scaled to controls: 0 for no effect and ±100 for the full control effect
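Human TRβ ligand-binding domain (0.6 uM) and Texas Red SRC2 peptide (20 nM) in Tris buffer with 1 uM T3 and 5% DMSO were incubated with pinned compound for 5 hr at ambient temperature. Total fluorescence was computed as S + 2P (555/632 nm).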
* hit, by the source's call; i = inactive; ? = inconclusive; / = not tested or not shown; [ ] = remark or other dose. Unless noted, calls follow the shape of the dose curve; as a rule, active = well fitted curve in the direction sought with a large enough effect; inconclusive = small, poorly fitted or top-dose-only effect, or another doubt; inactive = no such curve, though single readings can be large; an effect the other way counts as inactive or inconclusive. Potency is read from the fitted curve at half-maximal effect. These rows are one share of the data (hit frequency here may not be typical).

Keys: A = RGS12 GoLoco inh; B = SMN2 splice up; C = LMNA splice mod; D = RECQ1 helicase; E = ALDH1A1 block; F = JMJD2E inh; G = TRb SRC2 PPI; H = TR SRC2 fluor cs
> O=c1c(-c2ccccc2)nc2cnc(N3CCOCC3)nc2n1CCc1ccccc1
  A: 5%	B: /	C: -8%	D: -6%	E: ?	F: /	G: /	H: /
> COc1ccc(N2CCN(S(=O)(=O)c3cccc4cccnc34)CC2)cc1
  A: 5%	B: -8%	C: -12%	D: -6%	E: 22%	F: 2%	G: 7%	H: 3%
> Cc1noc(NS(=O)(=O)c2ccc(NC(=O)c3cc(-c4ccccc4Cl)nc4ccccc34)cc2)c1C
  A: 9%	B: 6%	C: -7%[46 µM]	D: 5%	E: 4%	F: 7%	G: -5%	H: -2%
> C=CC[C@H](N)C(=O)O
  A: 4%	B: -8%	C: -10%	D: -1%	E: 1%	F: -2%	G: 4%	H: -5%
> O=C1C/C(=C/NCc2ccccc2)C(=O)N1
  A: -6%	B: ?	C: -6%	D: -3%	E: ?	F: -1%	G: 0%	H: -1%
> NCCNc1ccc2nnnn2n1
  A: 2%	B: -7%	C: /	D: i	E: 0%	F: 17%	G: 5%	H: -4%
> Cc1c(/C(O)=C2/C(=O)C(=O)N(Cc3cccnc3)C2c2ccccn2)cnn1-c1ccccc1 (stereo not given)
  A: 13%	B: -19%	C: -6%[46 µM]	D: 28%	E: ?	F: ?	G: -2%	H: -2%
> CC(=O)N1c2ccccc2C(=O)C1N1CCCCC1 (stereo not given)
  A: -24%	B: 3%	C: 0%	D: i	E: 28µM*	F: ?	G: -4%	H: 0%
> CCOC(=O)c1nnn(CC(=O)Nc2ccccc2)c1C(=O)OCC
  A: -6%	B: /	C: /	D: -3%	E: -1%	F: 5%	G: 3%	H: 1%
> COc1ccc(CCNC(=O)CCC(=O)Nc2nnc(C(C)C)s2)cc1OC
  A: 1%	B: 10%	C: -9%	D: i	E: ?	F: 1%	G: 2%[53 µM]	H: -2%[53 µM]
> CC(C)c1ccc(N2C(=O)CC(NNC(=O)c3ccccc3Cl)C2=O)cc1 (stereo not given)
  A: 1%	B: /	C: /	D: -7%	E: /	F: -3%	G: -3%	H: 0%
> CC1/C(=N/O)CC(c2ccccc2)NC1c1ccccc1 (stereo not given)
  A: 5%	B: -20%	C: 16%	D: -8%	E: 2%	F: -4%	G: -3%	H: -1%
> CC1(C)Cc2ccccc2/C(=C/C(=O)N2CCCCCC2)N1
  A: 7%	B: -15%	C: -5%	D: i	E: ?	F: 11%	G: 1%	H: 1%
> COc1ccc(-c2c(C#N)c(SCC(N)=O)nc3c2CCCC3)cc1
  A: 8%	B: -26%	C: 7%	D: -4%	E: ?	F: ?	G: -7%	H: -1%
> CC(=O)c1cccc(NC(=O)C(OC(=O)c2cccc(S(=O)(=O)N(C)c3ccccc3)c2)c2ccccc2)c1 (stereo not given)
  A: 9%	B: 12%	C: -12%	D: i	E: 4%	F: 0%	G: 11%	H: 2%
> Cn1cnc(S(=O)(=O)NCc2cccs2)c1
  A: 3%	B: -25%	C: -7%	D: 0%	E: ?	F: 3%	G: -12%	H: -2%
> Cc1nc(CSc2nnc(C)s2)cs1
  A: 4%	B: 0%	C: -8%	D: 2%	E: 8%	F: -1%	G: 2%	H: -7%
> CCC(=O)Nc1nnc(C(C)(C)C)s1
  A: 4%	B: ?	C: 0%	D: -7%	E: 7%	F: 3%	G: 4%	H: 2%
> COc1ccc(NC(=O)Cn2nc(Cc3cccnc3)c3ccccc3c2=O)c(OC)c1
  A: 6%	B: /	C: /	D: -12%	E: /	F: -8%	G: 2%	H: -6%
> CC(C)C1C(C#N)=C(N)Oc2n[nH]c(-c3cccs3)c21 (stereo not given)
  A: -6%	B: 2%	C: 4%	D: i	E: -3%	F: -2%	G: 5%	H: -6%

Random excerpt: 2 compounds from above
Keys: A = RGS12 GoLoco inh; B = SMN2 splice up; C = LMNA splice mod; D = RECQ1 helicase; E = ALDH1A1 block; F = JMJD2E inh; G = TRb SRC2 PPI; H = TR SRC2 fluor cs
> CC(C)c1ccc(N2C(=O)CC(NNC(=O)c3ccccc3Cl)C2=O)cc1 (stereo not given)
  A: 1%	B: /	C: /	D: -7%	E: /	F: -3%	G: -3%	H: 0%
> CC(=O)c1cccc(NC(=O)C(OC(=O)c2cccc(S(=O)(=O)N(C)c3ccccc3)c2)c2ccccc2)c1 (stereo not given)
  A: 9%	B: 12%	C: -12%	D: i	E: 4%	F: 0%	G: 11%	H: 2%

Quoted from the listing.
RECQ1 helicase result of `Cn1cnc(S(=O)(=O)NCc2cccs2)c1` is entered as 0%
JMJD2E inh result of `CCC(=O)Nc1nnc(C(C)(C)C)s1` is entered as 3%

Remaining list, next part:
Keys: A = RGS12 GoLoco inh; B = SMN2 splice up; C = LMNA splice mod; D = RECQ1 helicase; E = ALDH1A1 block; F = JMJD2E inh; G = TRb SRC2 PPI; H = TR SRC2 fluor cs
> CCn1nc(C)c(NC(=O)c2ccc(Br)o2)c1C
  A: 11%	B: 13%	C: -11%	D: i	E: 9%	F: 3%	G: 6%	H: 0%
> O=C(CC(Nc1ccc(F)cc1)c1ccccc1)c1ccccc1 (stereo not given)
  A: /	B: /	C: ?	D: -2%	E: -16%	F: -8%	G: 2%	H: -7%
> CCSc1nc(-c2ccccc2)c(-c2ccccc2)n1CC(O)CO (stereo not given)
  A: 2%	B: 5%	C: ?	D: -15%	E: ?	F: ?	G: 0%	H: -2%
> C/C(=N\Nc1ncc(Cl)cc1Cl)c1ccc(N2CCOCC2)cc1
  A: 9%	B: 2%	C: 1%[46 µM]	D: -6%	E: -4%	F: 2%	G: -1%	H: 0%
> COC(=O)CN1C(=O)C(O)(CC(=O)c2ccc(Br)cc2)c2ccccc21 (stereo not given)
  A: -2%	B: 0%	C: 0%	D: -7%	E: 0.35µM*	F: -1%	G: -6%	H: -9%
> O=C(O)C1C2C=CC3(CN(Cc4ccco4)C(=O)C13)O2 (stereo not given)
  A: -4%	B: -6%	C: -2%	D: -7%	E: -2%	F: 0%	G: 4%	H: -5%
> COc1ccc(CCNC(=O)CSc2ccccn2)cc1
  A: -3%	B: 1%	C: /	D: i	E: ?	F: 4%	G: -8%	H: -5%
> O=C(NCCC1=CCCCC1)c1cc(-c2ccncc2)nc2ccccc12
  A: 12%	B: -12%	C: ?	D: -3%	E: ?	F: -3%	G: -2%	H: 0%
> COc1cccc(N2C(=O)C3C(C2=O)C2C=CC3C23CC3)c1 (stereo not given)
  A: -2%	B: -12%	C: 1%	D: -4%	E: 3%	F: 8%	G: 7%	H: -1%
> COc1ccccc1Oc1c(C)oc2cc(OC(=O)c3ccco3)ccc2c1=O
  A: 1%	B: 20%	C: -5%	D: -4%	E: 18%	F: ?	G: -3%	H: -9%
> CCCCC(c1nnnn1CC1CCCO1)N1CCN(c2nc3ccccc3s2)CC1 (stereo not given)
  A: 10%	B: -19%	C: ?	D: -10%	E: ?	F: -4%	G: 0%	H: 2%
> CCOC(=O)CNc1nc(Cl)c(C#N)s1
  A: 5%	B: -9%	C: /	D: 25%	E: ?	F: -2%	G: -8%	H: -1%
> CC(C)Nc1nc(NC(C)C)nc(SCCOC(=O)Nc2ccc(Cl)cc2Cl)n1
  A: -7%	B: -59%[inhibitor]	C: ?	D: 0%	E: 6%	F: 6%	G: 7%	H: -1%
> CNCCCc1[nH]nc(N)c1C#N
  A: -2%	B: -8%	C: 7%	D: -16%	E: 11%	F: 129%[activator]	G: -5%	H: 0%
> S=C(NCC1CCCO1)NC12CC3CC(CC(C3)C1)C2 (stereo not given)
  A: -1%	B: -33%[inhibitor]	C: /	D: -7%	E: ?	F: 2%	G: -1%	H: -2%
> O=C(O)C1CCCCC1C(=O)N1CC=C(c2ccccc2)CC1 (stereo not given)
  A: 3%	B: -5%	C: -9%	D: -1%	E: -3%	F: -6%	G: -4%	H: -5%
> Cc1ccc(OCC(=O)NNC(=O)c2cccnc2)cc1C
  A: 10%	B: /	C: /	D: i	E: -11%	F: ?	G: -2%	H: -5%
> CN1CCN(CCCn2cnc3c(=O)oc4ccccc4c32)CC1
  A: -7%	B: 11%	C: 2%	D: 3%	E: 2%	F: 1%	G: -7%	H: -5%
> CCOC(=O)C1=C(C)NC(C)=C(C(=O)OCC)C1C(=O)OCC(=O)N1CCCCC1CC (stereo not given)
  A: 6%	B: 21%	C: -4%	D: -1%	E: -13%	F: ?	G: -7%	H: 0%
> OC(COc1ccc(CNCCc2ccccc2F)cc1)CN1CCCCC1 (stereo not given)
  A: -5%	B: /	C: /	D: i	E: 0%	F: 11%	G: -4%	H: -2%
> CCN(CC)c1ccc2c(Nc3ccccc3)c(C=O)c(=O)oc2c1
  A: 1%	B: -2%	C: 21%[46 µM]	D: -8%	E: 1.6µM*	F: 7%	G: 5%	H: 0%
> COc1ccc(-c2c[nH]c(=O)[nH]c2=O)cc1OC
  A: 5%	B: /	C: -8%[46 µM]	D: i	E: 4%	F: -3%	G: -1%	H: -1%
> Cc1nn(CCC(=O)NNC(=S)Nc2ccc(Cl)cc2)c(C)c1[N+](=O)[O-]
  A: -3%	B: -6%	C: -9%	D: -1%	E: 22µM*	F: 1%	G: 1%	H: 0%
> Cc1ccccc1C(=O)c1c[nH]c(C(=O)NCc2cccs2)c1
  A: -9%	B: -5%	C: ?	D: i	E: ?	F: 4%	G: -13%	H: 2%
> CN1CCN(c2cnn(-c3ccccc3)c(=O)c2Br)CC1
  A: 4%	B: ?	C: ?	D: -11%	E: 5%	F: -3%	G: 0%	H: -2%
> COCc1cc(SC2CCCCC2)nc(C)n1
  A: 8%	B: 0%	C: -4%[46 µM]	D: -2%	E: ?	F: -7%	G: 0%	H: 0%
> COc1cc(C(=O)NCc2nnc(SCC(=O)Nc3ccc4c(c3)OCO4)o2)cc(OC)c1OC
  A: 4%	B: -12%	C: 18%[9.22 µM]	D: 2%	E: 2%	F: 7%	G: -2%	H: 1%

Assay outcomes as filed in PubChem.
